# Screening data (PubChem)
# HSP90 inh – HSP90 inhibitors, primary screen, cell lysate, luminescence; Heat shock protein HSP 90 (rabbit reticulocyte lysate; luciferase refolding); Rabbit reticulocyte lysate, luciferase refolding luminescence, 3 h; inhibition, % at 5.6 µM; hit rate 0.91% among 290,000;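 active = inhibition above the screen-wide mean plus 3 SD, computed separately per campaign, cut at about 16% in these data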;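 note: 0% = DMSO wells and 100% = 60 µM geldanamycin wells; inhibitors lower the luminescence because luciferase stays unfolded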
# KLF5 inh – KLF5 expression inhibitors, primary screen, DLD-1 cells, luminescence | DLD-1 KLF5 promoter-luciferase reporter | inhibition, % at 5 µM | hit rate 0.23% among 290,000;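 active = inhibition above a per-plate limit of that plate's mean compound inhibition plus 3 SD, cut at about 60% in these data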;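 note: 0% = DMSO wells and 100% = LY294002 at 200 µM; higher means less KLF5 promoter-driven luciferase light; inactives centre near -14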
# aSyn 5UTR inh – MLPCN primary screen, SNCA 5' untranslated region; alpha-synuclein 5'UTR reporter, inhibitor activity; inhibition, % (tested at 7.5 µM); hit rate 0.82% among 300,000; in the data active = inhibition above about 60%; inconclusive = no clear call, values can overlap the other calls;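 note: H4 neuroglioblastoma cells stably carrying SNCA 5'UTR luciferase fusion; 0% = DMSO wells and 100% = positive control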
# HSF1 activator – HSF-1 activators, primary screen, NIH3T3-HGL cells, MG132 stress, luminescence, single point. AID 504408, 2011. hit rate 1.7% among 300,000. NIH3T3-HGL HSF-1 luciferase reporter, 8 h; 100% = twice DMSO control signal. activation, % at 9 µM;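 active = mean replicate activation of at least 50% with a set share of replicates each reaching 50%; inconclusive = only one of those two conditions met; inactive = mean below 50% and too few replicates reaching it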;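 note: 0% = median of the neutral control wells and 100% = twice that signal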
# AI-2 QS modul – Vibrio harveyi AI-2 quorum sensing modulators, primary screen, JMH597 strain, luminescence/OD600 ratio | Vibrio harveyi JMH597 AI-2 luminescence/OD600 ratio, 9 h; stronger effect = lower value; strain lacks LuxN and CqsS sensors; 0 = neutral-control median | activity change, % at 7.5 µM | hit rate 0.4% among 300,000; in the data active = activity change below about -75%, passing the limit was not always enough; inconclusive = no clear call, values can overlap the other calls;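 note: luminescence divided by OD600 gain over 9 h not by final OD600 alone; inactives centre near 13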
# HSF1 inhib – HSF1 inhibitors in luciferase reporter cells, primary screen, cell-based, NIH3T3, luminescence; activity change, negative = inhibition, % at 7.5 µM (by protocol); hit rate 0.77% among 300,000; AID 2098, 2009; NIH3T3-HGL HSE-luciferase, MG132-induced, luminescence 8 h; stronger effect = lower value;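 active = more than half of replicate wells show activity change below -50%, luminescence cut by over half; inconclusive = some wells, but at most half, below -50%; inactive = no replicate well below -50%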;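 note: luciferase reports HSF-1 transcriptional activity via heat shock element; 0% = median of DMSO wells and -100% = zero luminescence signal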
# HIF activator – HIF pathway transcriptional activators, primary screen, cell-based, U2OS HRE-luciferase, luminescence | U2OS HRE-luciferase reporter; normalized: DMSO 0%, desferrioxamine 100% | hit rate 0.32% among 300,000 | activation, % at 7.5 µM (by protocol);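 active = mean activation of at least 10% of the iron chelator positive control signal, with at least half of replicates also reaching 10%; inconclusive = mean and replicate majority disagree about reaching 10%; inactive = mean and most replicates under 10%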
# Platelet DG rel – inhibitors of platelet dense granule secretion, primary screen, cell-based, MLPCN, human platelets | human platelet-rich plasma, SFLLRN dense granule ATP release, luminescence | inhibition, %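 (compounds screened at 7.5 µM in platelet-rich plasma)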 | hit rate 0.22% among 300,000 | AID 1663, 2009;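 active = mean replicate score, as percent of positive control, at or above 50; inconclusive = mean below 50 but at least one replicate at or above 50; inactive = mean and every replicate below 50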
# IEC-6 tox – cytotoxicity in IEC-6 intestinal epithelial cells, primary screen, cytotoxicity control for KLF5 inhibitor project, cell-based, luminescence | IEC-6 cytotoxicity, luminescence viability | inhibition, % at 5 µM | hit rate 0.78% among 290,000; in the data active = inhibition above about 22%;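 note: 0% = plate median of test compound wells and 100% = cytotoxic reference compound wells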
# HDAC3 inh – HDAC3 deacetylase inhibitors, primary screen, biochemical, fluorescence, cell-free homogeneous. Histone deacetylase 3 (Homo sapiens), O15379. recombinant HDAC3, fluorogenic peptide/trypsin coupled. inhibition, % at 8.3 µM. hit rate 0.15% among 320,000. AID 2718, 2010; in the data active = inhibition above about 26%, passing the limit was not always enough; inconclusive = no clear call, values can overlap the other calls
# Target sequence (O15379 whole entry, looked up): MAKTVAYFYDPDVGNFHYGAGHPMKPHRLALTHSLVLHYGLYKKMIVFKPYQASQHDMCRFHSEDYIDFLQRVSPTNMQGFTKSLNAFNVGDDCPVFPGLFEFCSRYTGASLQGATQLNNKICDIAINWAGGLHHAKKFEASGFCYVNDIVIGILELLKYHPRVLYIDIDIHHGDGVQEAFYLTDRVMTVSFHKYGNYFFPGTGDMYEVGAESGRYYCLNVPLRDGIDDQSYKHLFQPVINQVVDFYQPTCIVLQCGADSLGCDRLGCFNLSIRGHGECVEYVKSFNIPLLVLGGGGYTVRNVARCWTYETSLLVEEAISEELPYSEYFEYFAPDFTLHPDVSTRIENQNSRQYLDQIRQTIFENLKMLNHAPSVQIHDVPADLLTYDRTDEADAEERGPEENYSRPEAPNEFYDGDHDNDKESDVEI
# Active calls of the source: *; ? = inconclusive; nt = not tested or not shown. Rows are unselected (roughly 5% active in at least one column).
SMILES,HSP90 inh,KLF5 inh,aSyn 5UTR inh,HSF1 activator,AI-2 QS modul,HSF1 inhib,HIF activator,Platelet DG rel,IEC-6 tox,HDAC3 inh
Cc1cc(-c2ccc(C)c(S(=O)(=O)N3CCN(c4ccc([N+](=O)[O-])cc4)CC3)c2)on1,6.1,-1.4,-11.2,-13.5,2.6,-4.8,0.2,-3.1,0.7,1.8
CCOC(=O)c1cc(-c2ccc(C)cc2)n(CC(=O)NCc2ccco2)c1C,10.8,-31.4,-17.7,-8.3,21.9,0.7,0.2,-0.5,3.7,0.2
Cc1cc(C(=O)NNC(=O)CCCOc2ccccc2)c(C)o1,nt,nt,-10.6,0.5,10.8,-2.5,-1.4,-7.0,nt,-4.1
CCn1c(SCC(=O)Nc2ccc(N3CCOCC3)cc2)nnc1-c1ccc(OC)cc1,-0.9,0.5,15.5,3.4,27.0,-0.2,-0.5,4.0,5.2,0.2
CCN1C(=O)[C@@H]2[C@@H](c3ccc(-c4cccc(Cl)c4)cc3)N3CCC[C@@]3(C(=O)OC)[C@@H]2C1=O,nt,nt,14.9,15.0,20.2,5.6,-0.4,-0.3,nt,2.2
CCC(C)Sc1nc2c(c(=O)[nH]1)C(c1cccs1)C1=C(CCCC1=O)N2 (stereo not drawn),3.8,-3.0,7.5,-0.6,44.9,-3.3,0.0,15.0,-3.0,-4.9
COc1ccc(C(C)=O)cc1COc1ncnc2ccccc12,10.3,-26.2,11.8,-19.0,1.9,5.5,0.2,-16.9,5.1,0.7
c1ccc(Cn2ccnc2SCc2nnc(-c3ccccc3)o2)cc1,-2.4,3.4,-5.4,0.9,25.5,3.8,0.5,-9.9,3.1,-2.9
COc1ccc(CC(=O)NC2CCN(CC(=O)Nc3ccc4c(c3)OCCO4)CC2)cc1OC,2.3,-1.8,11.6,0.1,14.3,-8.9,-0.1,-0.5,4.7,4.1
N#Cc1nc(COc2ccccc2)oc1N1CCN(Cc2ccccc2)CC1,-1.5,-0.5,16.4,17.9,44.3,12.4,-40.3,0.2,2.8,10.0
Cc1cc(C(C)(C)C)ccc1NC(=O)CC(C)(C)CC(=O)O,-5.8,-65.5,-0.8,8.9,20.1,7.9,0.2,-1.3,-0.8,-2.7
Cc1cc(C)c(NC(=O)COc2nc3ccccc3nc2C)c(C)c1,-6.2,-19.1,-4.9,3.7,12.9,4.3,0.1,6.8,-7.8,-2.8
Cc1cccc(C)c1OCCCCCNCCO,3.1,0.5,4.1,3.5,16.6,0.2,-0.3,-1.9,-1.1,7.2
O=C(CC12CC3CC(CC(C3)C1)C2)NCc1ccc(F)cc1,5.0,-4.5,4.1,-10.3,-1.3,2.0,-0.2,-3.6,2.9,11.2
CCOC(=O)/C(C#N)=C1\SS/C(=C(/C#N)C(=O)OCC)S1,5.4,-23.3,-8.8,16.6,-9.0,-2.7,0.0,3.0,5.3,3.6
O=C/C(=C\Nc1ccc(Br)cc1)c1nc2ccccc2o1,2.0,-19.5,-42.8,8.3,4.6,1.0,1.0,-2.6,5.2,-2.0
O=C(Nc1ccccc1O)c1csc2c1CCCC2,-1.6,-61.6,-157.0,92.5*,23.1,38.7,3.4,-1.4,3.7,0.3
OCC[C@@H]1C[C@H](O)[C@@H](O)[C@@]2(Cc3ccccc3O2)O1,-5.1,-10.3,4.3,-48.3,27.1,-32.3,-2.7,4.8,4.3,1.0
COc1ccc(C(CNC(=O)CNS(=O)(=O)c2ccc(NC(C)=O)cc2)N2CCOCC2)cc1 (stereo not drawn),nt,nt,0.0,-7.2,12.7,-4.7,-0.1,-12.0,nt,2.0
O=C(NCC(=O)N1CCN(c2ccccc2)CC1)c1ccccc1,-2.8,-32.6,-38.4,15.4,23.8,1.0,0.8,6.5,-3.9,-6.8
CC(C)(C)n1nnnc1C(c1ccc(C(F)(F)F)cc1)N(Cc1ccccc1)Cc1ccco1 (stereo not drawn),3.9,-9.3,12.7,nt,-4.6,nt,-0.4,-2.1,-1.9,2.7
C/C(=C\c1ccccc1)C1NC(=O)c2c(sc3c2CCCC3)N1 (stereo not drawn),4.0,-12.7,-13.7,-10.1,20.0,-15.0,0.3,21.4,5.8,?
CCCCN1C(=S)NC[C@@H]1Cc1cccc2ccccc12,nt,nt,-42.6,15.7,4.5,10.8,0.9,1.6,nt,14.7
CCCC(=O)Nc1nnc(S(=O)(=O)N2CCCC2)s1,-7.4,-22.2,8.0,-0.6,3.6,-1.5,0.1,4.4,1.7,-3.2
O=C(O)C1CCCCC1C(=O)Nc1ccc(S(=O)(=O)N2CCCCC2)cc1 (stereo not drawn),-6.8,3.6,-9.9,11.7,18.7,-4.9,-0.9,-1.3,-6.1,0.2
COc1ccc(/C(C)=N/NC(=O)OC(C)(C)C)cc1[N+](=O)[O-],-2.8,-88.5,-67.7,20.7,30.8,2.9,0.6,4.5,-0.6,-0.3
CC1CCN(c2nc3c(c(=O)[nH]c(=O)n3C)n2Cc2ccccc2)CC1,-0.4,-22.7,8.1,-4.8,-17.0,-4.1,-0.3,7.6,4.2,3.0
COc1ccc2c(c1)CCN1C2CCN2C(=O)CCC21 (stereo not drawn),-0.2,-33.8,-2.4,2.2,4.7,-4.8,-2.4,-0.3,-3.4,-2.1
CCOc1cccc(NC(=O)CSc2nncn2N)c1,5.4,3.0,-6.9,-3.9,13.2,-13.4,-0.3,8.5,6.6,-6.4
CCOC(=O)C1=NNC(C(=O)c2ccc(C)cc2)C1c1ccc(OC)cc1 (stereo not drawn),3.8,-29.7,9.9,20.5,9.1,7.1,0.2,-3.2,3.8,4.1
COCCn1c(SCC(=O)N2CCCCC2)nc2c(c1=O)SC(C)C2 (stereo not drawn),2.7,-43.6,-6.6,2.1,0.4,-1.9,-0.2,-6.1,0.0,7.1
CN(C)S(=O)(=O)c1ccc(N=Cc2c(C(F)(F)F)[nH][nH]c2=O)cc1,-0.3,-7.7,-1.3,15.2,19.2,14.7,-0.2,-2.6,-4.2,-1.8
CC(C)NC(=O)c1n[nH]c(=O)c2ccccc12,-3.9,-34.9,-8.2,-15.4,28.9,-1.8,-1.2,-2.0,-0.5,1.5
O=C1CC(N2CCN(S(=O)(=O)c3ccccc3)CC2)C(=O)N1c1ccccc1 (stereo not drawn),-2.0,-17.1,-11.6,22.5,13.4,0.5,0.0,-8.5,-2.5,-0.5
CCC(C)C(Nc1ccc(C(=O)OC)cc1[N+](=O)[O-])C(=O)OC (stereo not drawn),-1.1,-21.2,-17.6,-3.7,10.5,-2.5,0.3,0.2,-3.3,12.1
Cc1ccc(N2C(S)=C(C#N)C(=O)NC23CCCCC3)cc1,4.0,-23.1,-24.9,25.2,38.8,2.4,0.4,-1.7,5.2,3.2
O=C(Oc1cccnc1)c1ccc([N+](=O)[O-])cc1,-2.9,-11.1,2.2,-0.8,36.4,0.6,-0.3,2.6,-2.1,nt
CC(=O)c1ccc(OCCCC(=O)OCC(=O)N2CCN(c3ccccc3)CC2)cc1,-0.2,-20.9,15.7,4.4,11.9,-5.1,1.3,0.9,-5.5,7.9
CC1CC(C)CN(CCCNC(=O)C2CCCN(c3ncnc4c3nc3n4CCCCC3)C2)C1 (stereo not drawn),-2.7,-5.5,7.5,1.6,-0.1,-0.4,0.0,-3.7,8.0,-1.5
Cc1ccc(N(Cc2ccc(C(=O)NCC3CCCO3)cc2)S(C)(=O)=O)cc1C (stereo not drawn),2.5,11.4,15.1,2.8,21.8,-4.0,-0.4,-3.4,5.4,-2.4
O=C(Nc1cccc(Cl)c1Cl)c1snnc1-c1ccccc1,1.9,14.7,-7.3,-88.7,4.7,-86.3*,-0.1,7.9,9.7,0.7
O=C(COC(=O)COc1cccc(C(F)(F)F)c1)NC(=O)NC1CCCCC1,nt,nt,16.2,5.1,11.2,3.4,0.2,5.2,nt,-2.7
O=C(CCCNS(=O)(=O)c1cccc2nsnc12)NC1CCCCC1,2.6,1.4,-1.6,-15.3,38.8,-7.4,0.4,-11.3,1.8,6.9
CSc1nc(N)n2nc(C(C)(C)C)cc2n1,1.1,-12.6,-7.2,9.9,9.2,0.8,0.5,13.4,8.4,19.1
O=C(CCC(=O)N(CC(=O)NC1CCCC1)Cc1ccc2c(c1)OCO2)Nc1ccccn1,0.9,-15.8,-12.1,-7.7,3.7,-4.1,-0.1,-3.8,3.6,-7.0
N=c1c(S(=O)(=O)c2ccc(Br)cc2)cc2c(=O)n3ccccc3nc2n1C1CCCCC1,-0.4,-1.3,33.8,12.2,10.8,2.0,-0.2,-23.0,-8.4,4.9
O=C(/C=C/c1ccc(S(=O)(=O)NCc2ccco2)cc1)N1CCN(c2ccccc2)CC1,-3.4,-8.6,10.1,43.1,17.3,20.3,0.1,2.4,-3.3,-0.3
COc1ccc(C(=O)Nc2ccc(S(=O)(=O)N3CCOCC3)cc2)cc1OC,-1.6,-19.3,3.7,25.5,43.1,-4.3,-0.3,33.0,-6.3,-6.2
Cc1cc(N2CCOCC2)nc2ccc(NC(=O)C3CCC(C)CC3)cc12 (stereo not drawn),2.6,-35.3,-15.4,-26.9,14.0,-10.3,-0.1,-12.0,7.4,-23.9
O=C(NNS(=O)(=O)c1ccccc1)c1sccc1-n1cccc1,0.2,-38.8,8.0,6.6,22.5,6.3,-0.2,4.7,-3.6,-6.0
CCOc1cc(C(=S)N2CCCC2)ccc1OCc1ccccc1,0.9,-4.1,4.3,18.5,-2.7,5.3,0.5,-2.9,14.7,3.4
COc1ccc(-c2csc(Nc3ccccc3)[n+]2Cc2ccccc2)cc1,-2.1,-14.8,-95.1,1.3,13.4,-2.7,1.9,-16.5,-1.5,4.0
O=C(CN(C(=O)C1CSC(=O)C1)c1cccc(F)c1)NC1CCCC1 (stereo not drawn),0.7,-40.8,-0.8,14.5,11.7,1.4,-0.5,-6.4,1.5,2.9
O=C(NCc1ccc(Cl)cc1)C1CCN(S(=O)(=O)N2CCOCC2)CC1,-0.1,4.3,17.0,0.0,15.1,-0.7,1.7,6.6,-4.6,4.3
N#Cc1nc(Cc2cccc3ccccc23)oc1N1CCOCC1,1.9,41.9,26.0,-2.6,nt,6.9,-0.1,8.1,8.0,2.4
C=CCc1ccccc1OCC(=O)N/N=C/c1ccccc1OCC,3.8,-10.7,0.5,-5.5,12.1,8.8,0.3,-1.7,1.4,14.6
